# pPAFAH inh – pPAFAH enzyme inhibitors, primary screen, biochemical, fluorescence polarization, human; Platelet-activating factor acetylhydrolase (Homo sapiens), Q13093; AID 463082, 2010; actives 1.5% (n = 330,000); inhibition, % at 3.39 µM; recombinant pPAFAH, FP-rhodamine probe fluorescence polarization;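 active = inhibition above the mean inhibition across the screen plus 3 SD, cut at about 25% in these data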;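 note: inhibitors block binding of the rhodamine activity-based probe so polarization drops; 0% = enzyme with DMSO and 100% = wells lacking pPAFAH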
# GSTO1 inh – inhibitors of recombinant GSTO1, primary screen, counter-screen for RBBP9 inhibitor project, biochemical, fluorescence polarization; activity-based probe fluorescence polarization; inhibition, % at 5.96 µM; Glutathione S-transferase omega-1 (Homo sapiens), P78417; actives 1.1% (n = 300,000); AID 1974, 2009;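 active = inhibition above the campaign mean inhibition plus 3 SD, cut at about 35% in these data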;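 note: 0% = GSTO1-1 with DMSO and 100% = wells lacking GSTO1-1 enzyme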
# Target sequence (P78417 whole entry, looked up): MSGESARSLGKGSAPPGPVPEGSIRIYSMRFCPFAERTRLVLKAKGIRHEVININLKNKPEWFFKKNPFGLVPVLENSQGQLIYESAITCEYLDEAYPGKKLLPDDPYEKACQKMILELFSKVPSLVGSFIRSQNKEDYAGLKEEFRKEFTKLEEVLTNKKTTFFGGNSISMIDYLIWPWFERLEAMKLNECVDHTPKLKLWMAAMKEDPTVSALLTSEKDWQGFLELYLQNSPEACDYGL
# PME-1 inh – PME-1 inhibitors via competitive probe labeling, primary screen, biochemical, fluorescence polarization, FP-Rh probe, HTS | Protein phosphatase methylesterase 1 (Homo sapiens), Q9Y570 | recombinant PME-1 | inhibition, % at 5.9 µM | actives 0.53% (n = 320,000) | AID 2130, 2009;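 active = inhibition above the campaign mean of all compounds plus 3 SD, cut at about 26% in these data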;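 note: competitive labeling of PME-1 active site by serine hydrolase directed probe; 0% = PME-1 with DMSO and 100% = wells lacking PME-1 enzyme; inhibitors block probe labeling so polarization falls and inhibition rises; many of its hits are not listed in these tables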
# Target sequence (Q9Y570 whole entry, looked up): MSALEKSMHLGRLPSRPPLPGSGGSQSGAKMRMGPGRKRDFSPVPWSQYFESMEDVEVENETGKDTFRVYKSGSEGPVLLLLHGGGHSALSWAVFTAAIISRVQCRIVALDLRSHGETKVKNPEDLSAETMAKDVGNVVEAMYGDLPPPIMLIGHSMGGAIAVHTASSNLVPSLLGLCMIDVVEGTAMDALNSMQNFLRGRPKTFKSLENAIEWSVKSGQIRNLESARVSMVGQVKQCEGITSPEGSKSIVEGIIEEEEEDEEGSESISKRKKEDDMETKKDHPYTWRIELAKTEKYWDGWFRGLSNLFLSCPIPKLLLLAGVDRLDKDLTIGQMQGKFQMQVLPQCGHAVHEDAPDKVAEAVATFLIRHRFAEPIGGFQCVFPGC
# Fam108B counter – mouse Fam108B serine hydrolase inhibitors, primary screen, counter-screen for RBBP9 inhibitor project, biochemical, fluorescence polarization | actives 0.33% (n = 300,000) | inhibition, % at 9.51 µM | recombinant Fam108B, FP-Rh probe fluorescence polarization;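 active = inhibition above the screen mean inhibition plus 3 SD, computed separately per campaign, cut at about 18% in these data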;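 note: inhibitors lower polarization as less probe binds the enzyme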
# PAFAH2 inh – PAFAH2 enzyme inhibitors, primary screen, biochemical, fluorescence polarization, human; inhibition, % at 3.39 µM; recombinant PAFAH2, FP-rhodamine activity probe; actives 0.99% (n = 340,000); Platelet-activating factor acetylhydrolase 2, cytoplasmic (Homo sapiens), Q99487;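 active = inhibition above the mean over all tested compounds plus 3 SD, cut at about 30% in these data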;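 note: inhibitors block probe labeling of enzyme so polarization drops; 0% = enzyme with DMSO and 100% = wells lacking PAFAH2 protein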
# PAFAH1B3 FP inh – PAFAH1B3 enzyme inhibitors, primary screen, biochemical, fluorescence polarization, human | inhibition, % at 3.39 µM | recombinant PAFAH1B3, FP-rhodamine probe | Platelet-activating factor acetylhydrolase IB subunit alpha1 (Homo sapiens), Q15102 | actives 0.28% (n = 340,000);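 active = inhibition above the screen-wide average of all tested compounds plus 3 SD, cut at about 25% in these data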;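 note: 0% = enzyme with DMSO only and 100% = wells lacking PAFAH1B3 protein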
# Target sequence (Q15102 whole entry, looked up): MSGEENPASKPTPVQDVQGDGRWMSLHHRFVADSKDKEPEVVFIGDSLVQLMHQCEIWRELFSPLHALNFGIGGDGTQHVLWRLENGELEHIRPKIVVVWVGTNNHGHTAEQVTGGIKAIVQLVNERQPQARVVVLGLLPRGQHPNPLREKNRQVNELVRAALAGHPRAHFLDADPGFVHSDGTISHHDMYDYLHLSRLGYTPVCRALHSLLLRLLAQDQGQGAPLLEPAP
# PAD4 FP inh – human PAD4 inhibitors, primary screen, biochemical, fluorescence polarization, 1536-well format; actives 0.41% (n = 330,000); recombinant PAD4, RCA probe fluorescence polarization; Protein-arginine deiminase type-4 (Homo sapiens), Q9UM07; inhibition, % at 6.36 µM;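 active = percent inhibition above a cutoff equal to the mean of all tested compounds plus 3 SD, cut at about 15% in these data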;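 note: 0% = PAD4 with RCA probe and DMSO and 100% = probe without PAD4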
# PAFAH1B2 inh – PAFAH1B2 enzyme inhibitors, primary screen, biochemical, fluorescence polarization, human; Platelet-activating factor acetylhydrolase IB subunit alpha2 (Homo sapiens), P68402; recombinant PAFAH1B2, FP-rhodamine activity probe; inhibition, % at 3.39 µM; actives 1.2% (n = 340,000); AID 492953, 2010;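 active = inhibition above the mean of all tested compounds plus 3 SD, cut at about 24% in these data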;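 note: 0% = enzyme with DMSO and 100% = wells lacking PAFAH1B2; many of its hits are not listed in these tables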
# Target sequence (P68402 whole entry, looked up): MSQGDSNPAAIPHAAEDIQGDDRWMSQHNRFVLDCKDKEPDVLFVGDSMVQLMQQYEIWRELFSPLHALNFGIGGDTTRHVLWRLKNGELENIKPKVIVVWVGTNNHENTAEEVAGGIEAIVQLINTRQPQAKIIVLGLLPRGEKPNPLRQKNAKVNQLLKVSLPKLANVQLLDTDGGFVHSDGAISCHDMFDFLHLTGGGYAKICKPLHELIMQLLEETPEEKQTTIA
# LYPLA1 inh – LYPLA1 inhibitors, primary screen, counter-screen for PME1 inhibitor project, biochemical, fluorescence polarization, FP-Rh probe ABPP. actives 0.16% (n = 320,000). Acyl-protein thioesterase 1 (Homo sapiens), O75608. AID 2174, 2009. inhibition, % at 5.9 µM. recombinant LYPLA1;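 active = inhibition above the mean of all tested compounds plus 3 SD, set per campaign, cut at about 14% in these data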;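 note: inhibitors block serine hydrolase probe labeling of LYPLA1 so polarization falls; 0% = enzyme with DMSO and 100% = wells lacking LYPLA1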
# * = called active by the depositor; . = not tested or not shown. A portion of the library; count on the stated rates, not on these rows.
SMILES,pPAFAH inh,GSTO1 inh,PME-1 inh,Fam108B counter,PAFAH2 inh,PAFAH1B3 FP inh,PAD4 FP inh,PAFAH1B2 inh,LYPLA1 inh
CCCCN(CC)CCNC(=O)CN1C(=O)COc2ccc(S(=O)(=O)N3CCCC3)cc21,-13,0,-4,-6,-2,3,4,1,-12
CCCCCC1CC(=O)N(Cc2ccc(Cl)cc2)C(=O)N1 (centres undefined),2,6,7,7,-1,0,1,6,2
CC(C)C(=O)Nc1ccc2c3c(cccc13)CC2,5,8,-5,2,-2,0,-5,-1,-3
COc1cc(C(=O)NCC(c2ccccc2)N(C)C)ccc1OCc1c(C)noc1C (centres undefined),-3,.,2,.,5,3,-2,-5,1
Cc1ccc(CC(=O)Nc2ccc(C(=O)N3CCOCC3)cc2)cc1,13,-1,6,-2,1,14,1,8,4
CCOC(=O)c1nnn2c1nc(SCC(C)=O)c1ccccc12,4,-11,6,1,.,.,9,.,-2
Cc1cc(C)nc(NCC(O)COc2ccccc2C)n1 (centres undefined),3,-10,-3,-4,-4,-2,0,2,-3
COC(=O)c1ccc(S(=O)(=O)c2ccccc2)c(N)c1,4,6,-6,-3,0,4,4,4,2
COc1ccc(C(C#N)N2CCC(c3ccccc3)=N2)cc1 (centres undefined),6,-1,0,0,1,4,1,5,-2
O=[N+]([O-])c1ccc(Sc2nccn2Cc2ccccc2)cc1,-6,9,-1,-2,-5,6,-3,5,2
O=C(CN1C(=O)/C(=C/c2ccco2)SC1=S)Nc1ccc(C(=O)O)c(O)c1,41*,7,-57,2,9,7,-27,-1,-11
Cc1cc(C(=O)OCC(=O)N2c3ccccc3CC2C)c(C)o1 (centres undefined),-1,8,1,10,0,10,-1,2,4

# In a second layout: entries from further up.
CCOC(=O)c1nnn2c1nc(SCC(C)=O)c1ccccc12
  pPAFAH inh: 4
  GSTO1 inh: -11
  PME-1 inh: 6
  Fam108B counter: 1
  PAFAH2 inh: .
  PAFAH1B3 FP inh: .
  PAD4 FP inh: 9
  PAFAH1B2 inh: .
  LYPLA1 inh: -2
Cc1cc(C)nc(NCC(O)COc2ccccc2C)n1 (centres undefined)
  pPAFAH inh: 3
  GSTO1 inh: -10
  PME-1 inh: -3
  Fam108B counter: -4
  PAFAH2 inh: -4
  PAFAH1B3 FP inh: -2
  PAD4 FP inh: 0
  PAFAH1B2 inh: 2
  LYPLA1 inh: -3

# (list continues)
SMILES,pPAFAH inh,GSTO1 inh,PME-1 inh,Fam108B counter,PAFAH2 inh,PAFAH1B3 FP inh,PAD4 FP inh,PAFAH1B2 inh,LYPLA1 inh
COc1ccc(Cc2noc(CN(C)CC(O)c3ccccc3)n2)cc1OC (centres undefined),-1,0,-3,-2,-1,8,1,-5,-3
CC(C(=O)Nc1cc(C(F)(F)F)ccc1N1CCOCC1)N1C(=O)C2CCCCC2C1=O (centres undefined),2,.,-3,.,-5,1,1,3,0
S=c1[nH]nc(-c2ccco2)n1/N=C/c1ccccc1Cl,8,5,6,2,6,5,2,0,2
Cc1ccc(C(C(=O)NC2CCCC2)N(Cc2ccccc2)C(=O)c2csnn2)o1 (centres undefined),-5,-1,3,6,-5,4,0,2,-9
Cc1ccc(C(C)C)c(OCc2nnc(SCC(=O)Nc3ncc(C)s3)n2C)c1,-4,2,3,-3,0,7,2,1,2
CCCN1CCN(C(=O)CS(=O)(=O)Cc2nc(-c3cccc(OC)c3)oc2C)CC1,4,-1,-5,-3,-5,10,-1,1,2
COc1ccc(/C=N\NC(=O)CC(=O)Nc2cccc(Cl)c2)cc1OC,1,-9,-1,-4,2,2,-3,1,1
COc1cccc(-n2c(C)nn(C)c2=O)c1,6,6,4,5,2,-2,-5,3,0
CCC(=O)c1ccc(OC)c(OC)c1O,5,2,1,-3,-2,-1,-2,-3,-1
CC1CCCC(NC(=O)CSc2cccc[n+]2[O-])C1C (centres undefined),4,.,.,.,0,6,-1,6,.
O=C(NCCN1CCOCC1)C(=O)NCC1OCCCN1S(=O)(=O)c1ccc(F)cc1 (centres undefined),-8,0,-3,-5,-2,10,-3,1,0
O=C(CCCc1ccccc1)Nc1ccccn1,1,1,-1,5,2,5,-2,8,-1
COCCNC(=O)c1cc2c(=O)n(C)c3ccccc3c2n1C,3,3,-2,-4,11,8,-4,0,2
Cc1cccc(NC(=O)N2CCCCCC2)c1,2,6,2,0,-5,5,6,4,-3
Cc1ccc(CCNC(=O)CCn2c(=O)c3cccn3c3ccc(F)cc32)cc1,3,5,4,-5,-8,0,0,-5,-1
CC(C)C(NC(=O)/C=C/c1ccc(F)cc1)C(C)C,-2,-1,0,-1,-4,7,3,1,-2
CCCc1cnc(N2CCN(C(=O)c3c(-c4ccccc4)noc3C)CC2)nc1,-1,-1,0,-5,-3,-5,2,5,1
Clc1ccc(CN=C(Nc2ccccc2)NC2CCCCC2)cc1,-7,-4,-4,-2,5,6,-4,3,-5
COC(CNc1cc(=O)oc2ccccc12)OC,3,1,3,-3,4,8,3,0,3
CC(C)COC(=O)CNc1n[nH]c(=S)[nH]c1=O,5,3,2,3,3,5,-5,13,2
CN(C)C(=O)CCc1ccc2c3c([nH]c2c1)[C@]1(C)[C@@H](C(=O)N2CCOCC2)C[C@H](CC(=O)NCCc2ccccn2)C(=O)N1CC3,0,.,.,.,-2,12,-1,3,.
CCC(c1nnnn1CS(=O)(=O)c1ccc(C)cc1)N1CCN(c2nc3ccccc3s2)CC1 (centres undefined),3,1,-7,-3,7,3,1,-2,-4
Cc1ncc(CN2CCCCC2C(=O)Nc2ccc(Oc3ccccc3)nc2)cn1 (centres undefined),0,0,-1,-4,-3,-2,1,2,2
CCN(CC)S(=O)(=O)c1ccc(C)c(NC(=O)c2cc(C)oc2C)c1,5,-3,3,-4,5,2,0,2,-1
CCOC(=O)c1c(S(=O)(=O)N2CCCCCC2)c(C)n(C)c1C,2,0,0,-1,-9,5,0,2,0
COc1ccc(OC)c(-c2nc(CN(C)C(C)c3ccncn3)c(C)o2)c1 (centres undefined),5,2,-4,2,2,2,-6,6,-4
COc1cc(C(=O)O[C@H]2C/C(C)=C/CC[C@@]3(C)O[C@@H]3[C@H](O)[C@@H]2C(C)C)cc(OC)c1OC,-4,10,4,-4,8,4,5,10,-3
O=C(NN1CCN(Cc2ccccc2Cl)CC1)c1ccc(Br)cc1,4,3,16,2,6,-1,-1,3,2
O=c1c(Cc2ccccc2)c(O)nc2n1CCCS2,5,6,-4,-4,2,3,-4,-2,-1
CCOc1ccc(N(CC(=O)Nc2ccc3c(c2)OCCO3)S(=O)(=O)c2c(C)noc2C)cc1,2,4,3,-3,-5,5,1,3,-3
COc1ccc(CC(=O)NCCc2ccc(OC)c(OC)c2)cc1,2,4,2,2,1,9,-1,4,-1
CC(C)c1cc(C(=O)N2CCN(C(c3ccccc3)c3ccccc3)CC2)no1,2,1,1,5,3,13,0,6,-1
O=[N+]([O-])c1cccc(N/N=C/c2ccc(N3CCOCC3)cc2)c1,15,4,9,12,0,5,2,6,-3
CCOc1ccc(NC(=O)c2ccc(C#CC(C)(C)O)cc2)cc1,1,7,-6,3,2,8,0,2,-2
Cc1ccc(C)c(NC(=O)c2cc(-c3cc(C)cc(C)c3O)n[nH]2)c1,-4,-3,-2,1,-8,3,1,1,-17
CCc1ccc(NC(=O)CSc2nnc(-c3ccccn3)n2C)cc1,6,9,-8,3,4,11,0,2,-1
C=CCn1c(SCCCCCC)nc(O)cc1=O,2,1,-6,-4,7,-4,-1,10,-1
Cc1nc2ccc(NC(=O)C3CCCCC3)cc2s1,-2,.,6,.,-1,8,-6,2,2
CCn1c(SCC(=O)NC2=NCCS2)nnc1C(C)NC(=O)c1ccccc1Br (centres undefined),1,2,-6,2,6,2,-1,4,3
COC(=O)c1ccc(OC(=O)C23CCC(C)(C(=O)O2)C3(C)C)cc1 (centres undefined),-2,-5,-4,-1,-6,7,-4,5,0
Cc1ccccc1C(=O)NNC(=O)C(=O)Nc1cccc(Cl)c1C,7,-4,-2,-5,8,3,1,8,1
COc1ccc(C(=O)/C=C/Nc2ccc(S(=O)(=O)Nc3cc(OC)nc(OC)n3)cc2)c(OC)c1,3,-14,-17,2,-3,4,0,4,-1
COc1ccc(C(=O)CSc2nnc(CC(=O)Nc3ccccc3OC)n2C)cc1,2,8,0,2,-2,3,-1,-1,2
CCCCC(=O)Nc1ccc2c(c1)nc(CCN1CCN(C)CC1)n2C,1,0,2,0,2,12,0,8,4
CC(C)(C)c1ccc(OCC(=O)N2CCN(c3ncccn3)CC2)cc1,26*,-4,2,2,16,-4,-1,3,-2
COc1ccc(N2CCN(C(c3cc(OC)ccc3OC)c3nnnn3Cc3ccco3)CC2)cc1 (centres undefined),4,2,1,5,-2,9,1,-1,1
O=C(CSc1ccc2nnc(-c3ccc(F)cc3)n2n1)NCC1CCCO1 (centres undefined),2,7,3,3,2,-6,-2,3,-2
Cc1nc2sc3c(c2c(=O)[nH]1)CCC3,0,2,2,0,5,6,0,3,0
CCc1nc2nc(C)c(NS(=O)(=O)c3ccc(C)c(C)c3)c(=O)n2[nH]1,0,3,-3,-2,2,-15,2,5,0
Cc1cc(C)c2oc(C(=O)N(Cc3cccs3)C3CCS(=O)(=O)C3)cc(=O)c2c1 (centres undefined),-1,6,3,4,8,1,-4,4,1
CN1CCC(N(C)C(=O)c2cc(-c3ccccc3Cl)nc3ccccc23)CC1,4,.,3,.,2,0,-7,-1,2
CC(C)(C)C1CCc2[nH]nc(C(=O)O)c2C1 (centres undefined),0,0,3,-4,4,1,-7,24,1
CCOC(=O)c1ccc(S(=O)(=O)NNC(=O)c2cccc(N(C)C)c2)cc1,5,0,-5,1,-4,-3,-3,-2,2
O=C(Oc1ccc2c3c(c(=O)oc2c1)CCCC3)c1cccs1,6,4,2,1,13,8,3,1,0
COc1ccccc1C(=O)NNC1CC(=O)N(c2ccc3c(c2)OCCO3)C1=O (centres undefined),-4,6,9,4,-2,5,-1,-3,2
Cc1ccc(S(=O)(=O)Nc2ccc(-c3csc(-c4ccccc4)n3)cc2)cc1,-9,-4,-59,-23,-24,-58,-7,-29,-28
COc1ccccc1OC1=NS(=O)(=O)c2ccccc21,-4,-3,-5,4,-9,-1,3,-1,-3
O=C(O)c1nc(Cl)c(Cl)c(N/N=C/c2ccccc2C(F)(F)F)c1Cl,5,3,-18,-5,11,10,-4,-2,-5
Cc1c(CCO)c(=O)[nH]n1S(=O)(=O)c1ccccc1,2,-1,-6,1,4,0,1,3,-3
Cc1ccc(CNC(=O)C2CC(=O)OC23CCCC3)c(C)c1 (centres undefined),7,-6,-9,2,-5,4,-2,4,-2
O=C(CCNC(=O)c1ccccc1Cl)Nc1cc(S(=O)(=O)N2CCOCC2)ccc1N1CCOCC1,-1,8,9,5,-5,3,4,2,-1
